# From PubChem BioAssay
# TEAD-YAP inh = TEAD-YAP interaction inhibition; inhibition, % at 9.12 µM; actives 1.4% (n = 640,000); HEK-TIYL cells, TEAD-Gal4/YAP UAS-luciferase luminescence; in the data active = inhibition above about 32%;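 note: 0% = median of test compound wells and 100% = reference inhibitor wells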
# GPR151 ag = human GPR151 activation | PathHunter beta-arrestin GPR151 cells, luminescence | activation, % at 11.2 µM | actives 1% (n = 650,000) | AID 1508602; in the data active = activation above about 4.9%;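 note: 0% = median of compound wells and 100% = cells with positive control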
# Target sequence (Q8TDV0 whole entry, looked up): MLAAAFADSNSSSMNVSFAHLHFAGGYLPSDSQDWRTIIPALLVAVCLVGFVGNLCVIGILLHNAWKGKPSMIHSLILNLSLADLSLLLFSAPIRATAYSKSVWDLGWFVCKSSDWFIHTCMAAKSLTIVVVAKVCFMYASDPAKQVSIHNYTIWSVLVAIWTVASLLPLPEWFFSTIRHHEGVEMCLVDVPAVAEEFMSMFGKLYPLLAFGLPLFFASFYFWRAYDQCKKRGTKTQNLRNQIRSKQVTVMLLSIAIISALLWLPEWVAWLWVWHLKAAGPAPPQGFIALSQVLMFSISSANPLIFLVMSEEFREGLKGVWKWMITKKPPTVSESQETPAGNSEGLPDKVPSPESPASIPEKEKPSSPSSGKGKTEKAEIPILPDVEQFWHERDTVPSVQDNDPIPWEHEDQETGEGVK
# MITF primary = human MITF inhibition, primary screen; O75030; AlphaScreen MITF homodimerization, bead proximity signal; inhibition, % at 2.6 µM; actives 0.91% (n = 650,000); AID 1259374; in the data active = inhibition above about 50%;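 note: 0% = vehicle wells with protein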
# Target sequence (O75030 whole entry, looked up): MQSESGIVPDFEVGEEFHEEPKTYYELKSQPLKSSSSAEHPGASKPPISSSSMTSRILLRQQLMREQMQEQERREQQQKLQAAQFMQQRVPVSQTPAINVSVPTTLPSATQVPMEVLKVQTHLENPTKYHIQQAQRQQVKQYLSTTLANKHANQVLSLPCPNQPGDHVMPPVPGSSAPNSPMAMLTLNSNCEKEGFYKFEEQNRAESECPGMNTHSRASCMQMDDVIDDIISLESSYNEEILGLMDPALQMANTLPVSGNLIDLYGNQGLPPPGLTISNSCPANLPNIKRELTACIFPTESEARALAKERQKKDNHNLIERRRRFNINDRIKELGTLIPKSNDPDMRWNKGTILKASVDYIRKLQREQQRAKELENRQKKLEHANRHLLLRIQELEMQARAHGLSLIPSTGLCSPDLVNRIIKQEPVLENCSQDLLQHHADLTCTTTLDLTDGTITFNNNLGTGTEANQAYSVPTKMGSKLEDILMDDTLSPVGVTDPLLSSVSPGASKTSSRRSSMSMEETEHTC
# FBW7 act = human FBW7 E3 ligase activation, primary screen; Q969H0; AlphaScreen FBW7–phospho-cyclin E peptide binding, activator screen; normalized activity (activation), % at 26.1 µM; actives 0.13% (n = 650,000); AID 1259310; in the data active = normalized activity above about 1.9%;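 note: purified mutant Fbw7 with reduced substrate affinity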
# Active calls of the source: *; . = not tested or not shown; & = joins results of further samples.
no.	Structure	TEAD-YAP inh	GPR151 ag
1	CC(C)Cc1cc(C(=O)NCC2CCC3(CCN(C(=O)Cc4ccccc4)CC3)O2)n[nH]1 (configuration not stated)	-2.2	0.0
2	O=c1c2cc(N3CCCCC3)ccc2nc(SCc2cccc([N+](=O)[O-])c2)n1Cc1ccccc1	-5.6	-0.5
3	COc1ccc(/C=C2\N=C(c3ccccc3Br)OC2=O)c(OC)c1OC	-0.5	-0.9
4	CN(CC(=O)N1CCc2ccccc21)S(=O)(=O)c1cccs1	-55.9	-0.8
5	CCc1c(C)nc(SCC(=O)Nc2c(C)n(C)n(-c3ccccc3)c2=O)[nH]c1=O	13.6	1.9
6	Nc1c(C(=O)Nc2nccs2)sc2nc3c(cc12)CCC3	55.8*	-1.3
7	Cc1ccc(-n2c(Cc3cccn3C)nnc2SCC(=O)N2CCOCC2)cc1	9.7	-0.6
8	CC(=O)c1sc(=Nc2c(C)cccc2C)n(CCO)c1C	8.2	1.3
9	Nc1cccc(C2=NCCN2)c1	10.1	4.1
10	CN1CCc2cc(CN(CC3CCCO3)C(=O)C(C)(C)C)ccc21 (configuration not stated)	0.1	1.0
11	O=C1N(c2ccccc2)C2CS(=O)(=O)CC2N1c1ccc(Cl)cc1 (configuration not stated)	4.8	-1.9
12	COc1ccccc1N1CCN(C(=O)Cc2csc(NC(=O)C3CC3)n2)CC1	4.4	-1.7
13	COc1ccc(NC(=O)c2ccc3c(=O)n(CCc4ccccc4)c(SCC#N)nc3c2)cc1OC	-1.1	1.0
14	O=C(NC1CCCCC1)C(=O)N(c1cccnc1)C(C(=O)NC1CCCC1)c1ccccc1 (configuration not stated)	-2.5	-0.8
15	O=C1C(Nc2ccccc2)=CC(=O)c2ncccc21	.	1.8

no.	MITF primary	FBW7 act
1	15.7	0.1
2	4.6	0.0
3	12.9	1.4
4	3.8	0.0
5	-15.7	0.1
6	2.6	0.2
7	4.9	0.3
8	-6.3	-0.2
9	-7.1	-0.1
10	15.6	-0.6
11	-0.1	0.2
12	12.7	0.2
13	-3.8	-0.1
14	-16.7	0.0
15	5.9	.

# Continuation.
no.	Structure	TEAD-YAP inh	GPR151 ag
16	CCCCCCn1c(SCC(=O)NC(N)=O)nnc1-c1ccc(Cl)cc1	1.1	-0.1
17	O=C(CCSCc1ccccc1F)N1CCN(c2ccccc2)CC1	3.1	0.1
18	Cc1ccc(OCC(=O)Nc2cccc(-c3nn4c(C)nnc4s3)c2)cc1	8.6	-0.5
19	Cc1ccc2c(c1)N(Cc1ccccn1)C(=O)C(C)O2 (configuration not stated)	-5.2	-1.0
20	CCc1ccc(C(=O)NNC(=O)Nc2ccc([N+](=O)[O-])cc2)s1	13.4	-1.9
21	Cc1ccc(-c2nnc(Oc3cccc(C(=O)O)c3)c3ccccc23)cc1C	0.5	1.1
22	COc1ccc(-c2nnc(NC(=O)C3CC3)o2)cc1	-23.6	-0.5
23	O=C(CC1SC(=Nc2ccc(O)cc2)NC1=O)Nc1ccc(Cl)cc1 (configuration not stated)	7.7	-1.1
24	COc1ccccc1OCCOc1ccc(/C=C2/C(=N)N3N=C(c4ccccc4C)SC3=NC2=O)cc1	-1.4	2.2
25	C=CCNC(=O)c1ccc(OC2CCN(CCc3ccccc3)CC2)cc1	9.1	-1.1
26	Cc1ccc2c(Cl)c(C(=O)NCc3ccccn3)sc2c1	-30.5	-0.6
27	Cc1ccccc1N(CC(=O)NCCC(C)C)C(=O)c1snc(C(N)=O)c1N	2.1	1.8
28	c1ccc2c(c1)nc(NCC1CCCO1)n1nc(-c3ccncc3)nc21 (configuration not stated)	24.8	1.4
29	CC(Sc1nc2c(c(=O)n(C)c(=O)n2C)n1Cc1cc2c(cc1Cl)OCO2)C(=O)O (configuration not stated)	-0.1	0.3
30	COc1cccc2c(Nc3ccc(C)cc3)cc(C)nc12	14.7	-1.7

no.	MITF primary	FBW7 act
16	-5.0	-0.1
17	19.3	0.0
18	11.4	-0.1
19	8.2	0.1
20	12.2	0.6
21	29.5	0.5
22	0.9	0.3
23	-5.3	0.8
24	-3.4	0.1
25	5.1	0.1
26	14.5	-0.1
27	1.6	0.1
28	7.6	-0.1
29	-16.8	0.3
30	21.7	0.0

# Next records follow:
no.	Structure	TEAD-YAP inh	GPR151 ag
31	COc1ccc(C(=O)NNC(=O)c2ccc3ccccc3c2)cc1OC	7.6	-1.5
32	Cc1ccc(SC(C(=O)NC(N)=O)C(C)C)cc1C (configuration not stated)	9.3	1.0
33	CCN(Cc1ccco1)C(=O)Cn1nc2c3c(C)c(C)sc3nc(C)n2c1=O	7.9	1.5
34	O=C(N/N=C/c1cccc(F)c1)c1ccco1	-36.4	-3.3
35	COCCCn1c(Cc2csc(Nc3ccccc3)n2)nnc1SCC(N)=O	-1.4	0.5
36	COCCSc1nnc(NC(C)=O)s1	6.1	3.0
37	COc1ccc([N+](=O)[O-])cc1NC(=O)CSc1nncn1C	0.7	0.5
38	CCOc1cccc(C(=O)Nc2ccc(-c3nc4cc(C(C)C)ccc4o3)cc2)c1	-6.3	0.6
39	Cc1cc(C(F)(F)F)nc(-n2nnc(CO)c2CO)n1	-6.1	0.2
40	CCOC(=O)CN1CC23C=CC(O2)C(C(=O)NCc2ccc(C)cc2)C3C1=O (configuration not stated)	-1.2	0.5
41	O=C(/C=C\Nc1ccc2c(c1)OCO2)c1ccc(Br)cc1	-74.6	-0.4
42	C=C(C)Cn1c(SC)nc2c1c(=O)n(C)c(=O)n2C	-3.0	-0.1
43	COCCNC(=O)c1c(NC(=O)c2ccc(Cl)cc2)sc2c1CCCC2	1.9	0.7
44	S=C(Nc1ccc(Cl)cc1)N(CCCN1CCCCCC1)Cc1ccco1	-1.4	0.5
45	CCOC(=O)c1c2nc3ccccc3nc2n2c1[nH]c(=O)c1ccccc12	-4.2	2.0

no.	MITF primary	FBW7 act
31	3.1	0.1
32	1.0	0.1
33	15.0	0.0
34	13.5	0.0
35	-2.3	-0.1
36	15.8	0.8
37	1.3	0.1
38	7.8	-0.6
39	-3.8	0.6
40	-12.1	0.0
41	-2.1	0.9
42	0.5	0.5
43	-3.3	0.1
44	12.9	0.0
45	6.1	0.0

# Later entries:
no.	Structure	TEAD-YAP inh	GPR151 ag
46	COC(=O)c1ccccc1S(=O)c1cccc2cccc(CO)c12 (configuration not stated)	11.6	-1.0
47	COC(=O)C1=C(C(=O)OC)SC(=C2C(=S)C(C)(C)N(C(=O)c3ccc(C)cc3)c3cc(OC)ccc32)S1	-2.3	-0.5
48	CN(C(=O)C(=O)c1c[nH]c2ccccc12)c1ccccc1	11.3	0.8
49	CN(C)c1ccc(NC(=O)CSc2nnc(-c3cccs3)n2Cc2ccco2)cc1	0.9	-0.4
50	c1ccc(N2CCN(c3nc4ccccc4c4nc(-c5cccnc5)nn34)CC2)nc1	-3.0	-1.8
51	NC(=O)c1ccc(-c2nc(NCc3cccc(C(F)(F)F)c3)c3[nH]cnc3n2)cc1	-7.9	0.7
52	C/C(=N\NC(=O)c1ccc(O)cc1)c1ccc(-n2ccnc2)cc1	-2.5	0.4
53	COc1ccc(Cl)cc1C(=O)Nc1ncc(S(=O)(=O)c2ccc([N+](=O)[O-])cc2)s1	-10.0	-0.5
54	Fc1cccc(NC(=S)NCc2ccc3c(c2)OCO3)c1	1.1&3.5	0.5&0.0
55	O=C(COC(=O)Cc1ccc(Br)cc1)NC1CCCC1	0.4	-1.9
56	CCSc1cc(C2C(C#N)=C(N)OC3=C2C(=O)CC(C)(C)C3)c(C)o1 (configuration not stated)	-7.9	-0.2
57	COCCn1cnc2sc(C(=O)Nc3ccc(C)c(F)c3)c(C)c2c1=O	-58.6	-1.1
58	CCN(CC(=O)NCCOC)S(=O)(=O)c1ccc(Cl)cc1	-3.9	1.6
59	CC(C)C(NS(C)(=O)=O)c1nnc2n1CCN(Cc1nccs1)CC2 (configuration not stated)	-7.5	-1.6
60	O=C(NC1CC1)C1CC(=O)N(c2ccc(Br)cc2)C1 (configuration not stated)	-5.1	-1.1

no.	MITF primary	FBW7 act
46	2.4	0.1
47	9.9	-0.2
48	8.0	0.0
49	16.1	-0.4
50	13.2	0.1
51	10.4	0.6
52	8.6	0.1
53	4.1	0.3
54	-0.4&3.7	-0.1&-0.1
55	10.8	0.1
56	-1.9	0.0
57	-6.6	-0.1
58	8.7	0.2
59	-6.5	-0.1
60	10.9	-0.1

# Rewritten with one line to a screen: 14 of the compounds above.
46: COC(=O)c1ccccc1S(=O)c1cccc2cccc(CO)c12 (configuration not stated)
47: COC(=O)C1=C(C(=O)OC)SC(=C2C(=S)C(C)(C)N(C(=O)c3ccc(C)cc3)c3cc(OC)ccc32)S1
48: CN(C(=O)C(=O)c1c[nH]c2ccccc12)c1ccccc1
49: CN(C)c1ccc(NC(=O)CSc2nnc(-c3cccs3)n2Cc2ccco2)cc1
50: c1ccc(N2CCN(c3nc4ccccc4c4nc(-c5cccnc5)nn34)CC2)nc1
51: NC(=O)c1ccc(-c2nc(NCc3cccc(C(F)(F)F)c3)c3[nH]cnc3n2)cc1
52: C/C(=N\NC(=O)c1ccc(O)cc1)c1ccc(-n2ccnc2)cc1
53: COc1ccc(Cl)cc1C(=O)Nc1ncc(S(=O)(=O)c2ccc([N+](=O)[O-])cc2)s1
54: Fc1cccc(NC(=S)NCc2ccc3c(c2)OCO3)c1
55: O=C(COC(=O)Cc1ccc(Br)cc1)NC1CCCC1
assay / compound | 46 | 47 | 48 | 49 | 50 | 51 | 52 | 53 | 54 | 55
TEAD-YAP inh | 11.6 | -2.3 | 11.3 | 0.9 | -3.0 | -7.9 | -2.5 | -10.0 | 1.1&3.5 | 0.4
GPR151 ag | -1.0 | -0.5 | 0.8 | -0.4 | -1.8 | 0.7 | 0.4 | -0.5 | 0.5&0.0 | -1.9
MITF primary | 2.4 | 9.9 | 8.0 | 16.1 | 13.2 | 10.4 | 8.6 | 4.1 | -0.4&3.7 | 10.8
FBW7 act | 0.1 | -0.2 | 0.0 | -0.4 | 0.1 | 0.6 | 0.1 | 0.3 | -0.1&-0.1 | 0.1

56: CCSc1cc(C2C(C#N)=C(N)OC3=C2C(=O)CC(C)(C)C3)c(C)o1 (configuration not stated)
57: COCCn1cnc2sc(C(=O)Nc3ccc(C)c(F)c3)c(C)c2c1=O
58: CCN(CC(=O)NCCOC)S(=O)(=O)c1ccc(Cl)cc1
59: CC(C)C(NS(C)(=O)=O)c1nnc2n1CCN(Cc1nccs1)CC2 (configuration not stated)
assay / compound | 56 | 57 | 58 | 59
TEAD-YAP inh | -7.9 | -58.6 | -3.9 | -7.5
GPR151 ag | -0.2 | -1.1 | 1.6 | -1.6
MITF primary | -1.9 | -6.6 | 8.7 | -6.5
FBW7 act | 0.0 | -0.1 | 0.2 | -0.1

# The results go on.
no.	Structure	TEAD-YAP inh	GPR151 ag
61	COc1cc([N+](=O)[O-])ccc1NC(=O)NNC(=O)c1ccc(Br)o1	5.1	0.7
62	CCOC(=O)CSc1nc2c(c(=O)n1Cc1ccccc1)SC(C)C2 (configuration not stated)	-11.3	-0.2
63	COc1ccc(/C=C(\NC(=O)c2ccco2)C(=O)NCCOC(C)=O)cc1	2.5	-1.0
64	O=C(COc1ccccc1)Nc1ccc(Nc2ccccc2)cc1	-10.8	-0.1
65	CCOC(=O)N1CCC(n2c(SCC(=O)c3ccccc3)nc3ccccc3c2=O)CC1	5.5	0.9
66	COC(=O)C1CCN(Cc2ccc3c(c2)CN(C(=O)Cn2nc(C)cc2C)CCO3)CC1	6.1	-0.6
67	COc1cc(/C=N/N2C(=O)C3C4C=CC(C4)C3C2=O)c([N+](=O)[O-])cc1OC (configuration not stated)	-2.5	-0.1
68	Cc1c(C(=O)N(C)C)sc2c1c(=O)n(-c1ccc(Cl)cc1)c(=O)n2CC1OCCO1	3.6	6.0*
69	CCn1c(SCC(=O)NCc2cccs2)nnc1-c1cccs1	20.7	6.9*
70	CCN(C(=O)Cn1ncc2c(=O)oc3ccc(C)cc3c21)c1ccccc1	-4.1	0.2
71	CC1CN(c2ccc(NS(C)(=O)=O)cc2)CC(C)O1 (configuration not stated)	9.5	2.1
72	CCCNC(=O)c1ccc2nc(Nc3ccc(N4CCOCC4)cc3)sc2c1	-13.1	-1.7
73	COc1ccc(CCNC(=O)C(C(C)C)N2C(=O)c3ccccc3C2=O)cc1OC (configuration not stated)	6.0	-1.4
74	Cn1c2ccccc2c(=O)n2c(=O)c3ccccc3cc12	-6.4	-1.9
75	CCOc1ccccc1C1C(C#N)=C(N)OC2=C1C(=O)CC(C)(C)C2 (configuration not stated)	-2.3	-0.6

no.	MITF primary	FBW7 act
61	11.4	-0.2
62	15.7	0.3
63	-10.0	-0.1
64	-1.0	0.3
65	-2.7	0.0
66	7.2	0.1
67	-9.2	0.1
68	10.8	0.0
69	4.9	0.1
70	9.2	0.1
71	-3.1	0.0
72	12.9	0.1
73	2.9	-0.1
74	2.6	-0.1
75	5.8	0.8

# (listing goes on)
no.	Structure	TEAD-YAP inh	GPR151 ag
76	O=C(Cn1cc2c(n1)CCCCC2)Nc1ccc(Cl)cc1	1.4	-0.6
77	Cc1ccc(NC(=O)c2cc3n(n2)C(C(F)(F)F)CC(c2ccc(Cl)cc2)N3)cc1 (configuration not stated)	-11.6	0.1
78	Cc1cc(C)c(S(=O)(=O)NC(C)C)c(C)c1	-7.5	0.5
79	COc1ccc(Br)cc1/C=C/C(=O)NCC(=O)O	1.0	-0.9
80	CCOC(=O)c1c(NC(=S)Nc2ccc(C)cc2)sc2c1CCC2	-4.4	-0.7

no.	MITF primary	FBW7 act
76	9.0	0.1
77	-8.6	-0.2
78	12.3	-0.4
79	4.4	0.0
80	-17.1	0.3
